# Compound activity deposited in PubChem by several laboratories.
# bCat nuc transl – alters nuclear translocation of beta-catenin in HeLa cells | immunofluorescence imaging | nuclear translocation activity, % at 5 µM | 190,000 tested, 0.3% active | AID 1665;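 active = nuclear translocation activity above 50% at 5 µM, with a well cell count of 50 or more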;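 note: per-cell ratio of nuclear to cytoplasmic median beta-catenin stain intensity; plate controls were DMSO negative control for no effect and GSK-3 inhibitor IX positive control for full effect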
#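 Test system: HeLa cells, endogenous beta-catenin; Compound: single 5 µM dose plus 0.02–20 µM confirmation series; Times: compound exposure 24 h at 37°C; Signal: fluorescence imaging of beta-catenin antibody stain plus DAPI; Read-out: % activation, nuclear-to-cytoplasmic median beta-catenin signal ratio per cell.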
# Lipid droplet – modulators of hepatic lipid droplet formation | 240,000 tested, 0.4% active | inhibition, % at 6.5 µM | AML12 mouse hepatocytes, oleate lipid droplets, BODIPY imaging;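 active = lipid droplet intensity inhibited by at least 50%, with more than 500 cells counted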
#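 System: AML12 hepatocytes (mouse). Probe or stimulus: oleic acid at 100 µM to induce lipid droplet formation. Times: overnight treatment with compound plus oleate. Detection: Image-based BODIPY and DAPI two-channel analysis. Evaluation: percent inhibition of filter-corrected integrated lipid droplet intensity per well.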
# MT stabilizer – microtubule stabilizers in HeLa cells; HeLa tubulin immunostaining HCS, 24 h; share of cells brighter than vehicle mean+2SD; 200,000 tested, 0.83% active; % tubulin-high responders, % at 10 µM; AID 2205;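 active = plate Z-score above 3 for both tubulin-high and condensed-nucleus cell shares, with cell loss under 80%, at 10 µM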;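 note: anti alpha tubulin signal scored within the nucleus-defined area of each cell; some results filed as inactive read as strong as hits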
# Insulin prom up – MIN6 insulin promoter up-regulation. AID 1625. 190,000 tested, 0.3% active. z-score at 5 µM. MIN6 insulin promoter-GFP reporter, high-content imaging; stronger effect = higher value;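 active = z-score above 3 at 5 µM with at least 500 cells counted in the well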
# TNAP activation fold – stimulation of alkaline phosphatase TNAP activity – biochemical, luminescent, no phosphate acceptor, uHTS, primary screen (AID 1001). purified TNAP, luminescent activation assay, no phosphate acceptor; higher activation fold means a stronger effect. activation fold at 20 µM; hits with a dose series show EC50 in µM. 200,000 tested, 0.03% active; in the data active = activation fold from about 3, or a potency from the dose series; inactive = the rest, 99 in 100 with activation fold below about 1.6; note: many of its hits are not listed in these tables
# PMI inhibitors – MPI enzyme activity inhibition – biochemical, fluorescence intensity, coupled assay, primary screen (AID 1209); inhibition, % at 20 µM, or IC50 in µM where a hit was titrated; 190,000 tested, 0.42% active; purified PMI enzyme, coupled fluorescence intensity; higher % means a stronger effect;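 note: plate controls were DMSO vehicle for no effect and wells lacking substrate for full effect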
# Autophagy mod – autophagy modulation, high-content screen | MEF GFP-LC3 puncta imaging; test concentration mostly 10 µM | calls only at 10 µM (by protocol) | 190,000 tested, 0.98% active;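 active = percentage of spot-positive cells more than 3 SD above its plate mean, without a fluorescence outlier flag or 80% toxicity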;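 note: spot-positive cell cutoff set from DMSO-treated cells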
# human PMI inhibitors – MPI inhibition at elevated mannose 6-phosphate – biochemical, fluorescence intensity, high mannose 6-phosphate, primary screen (AID 1220); recombinant PMI enzyme, coupled fluorescence intensity; higher % means a stronger effect; inhibition, % at 20 µM, or IC50 in µM where a hit was titrated; 190,000 tested, 0.66% active
# T cell HTS – T cell immune modulators affecting CD8 T cell-vesicle binding; calls only at 7 µM; AID 2052; 2C CD8+ T cell-vesicle binding, flow cytometry; stronger effect = lower value; 330,000 tested, 0.068% active;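 active = response, share of CD8 T cells binding vesicles, and their 90th percentile fluorescence all below set limits, cut at about 80% in these data, passing the limit was not always enough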
#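 incubation = binding step 1.5 h, 37 °C, antibody labelling 20 min, ice | test system = 2C mouse CD8+ T cells | read-out basis = percent CD8+ FL2 mean versus row control | controls = Peptide-free naked vesicles (low) and QL9 vesicles with 0.7% DMSO vehicle (high) | detection = flow cytometry of vesicle-bound cells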
# Insulin prom up cell count – second read-out of Insulin prom up, no call of its own (marks repeat the call); cell count; measured here: cytotoxicity, nuclei count;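 total cells summed across four imaged fields per well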
# Lipid droplet cells 6.5 µM – also measured in Lipid droplet; calls as there; cell count; measured here: cell count, cytotoxicity flag;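 cells counted across two imaged fields per well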
# bCat nuc transl cell count 5 µM – recorded beside bCat nuc transl, whose call it bears; cell count; measured here: cell count, cytotoxicity flag
# T cell HTS vesicle-bound % – further read-out of T cell HTS, marked with its call; double positive events, %; measured here: CD8+ vesicle-bound cell fraction;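 binding gate set so that unloaded-vesicle control wells show 10% double positive cells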
# MT stabilizer Hoechst-high % – further read-out of MT stabilizer, marked with its call; % Hoechst-high responders; measured here: nuclear condensation Hoechst responders;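 share of cells brighter than vehicle mean plus two SD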
# MT stabilizer cytotoxicity % – further read-out of MT stabilizer, marked with its call; toxicity, %; measured here: cytotoxicity by cell density;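 0% = mean cell density of plate MIN control wells and 100% = no cells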
# Autophagy mod cell loss 18 h – recorded beside Autophagy mod, whose call it bears; toxicity, %; measured here: cell loss, nuclei count;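 cell loss after 18 h compound exposure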
# * = called active by the depositor; i = inactive; nt = no result given. Cut-off read from the data, not from the text of the source, unless noted: active = inhibition above about 50%; inactive = the rest.
SMILES,bCat nuc transl,bCat nuc transl cell count 5 µM,Lipid droplet,Lipid droplet cells 6.5 µM,MT stabilizer,MT stabilizer Hoechst-high %,MT stabilizer cytotoxicity %,Insulin prom up,Insulin prom up cell count,TNAP activation fold,PMI inhibitors,Autophagy mod,Autophagy mod cell loss 18 h,human PMI inhibitors,T cell HTS,T cell HTS vesicle-bound %
CCc1ccc(NC(=O)Nc2c(C)n(C)n(-c3ccccc3)c2=O)cc1,-1.7,970,2,673,2.6,2.4,6.3,0.15,1511,1,0%,i,-4,3%,i,50
CC(C)C[C@H](NC(=O)c1nc[nH]c1C(=O)N1CCN(c2ccccc2)CC1)C(=O)OC(C)(C)C,-0.8,1113,-2,691,nt,nt,nt,-0.84,978,nt,nt,nt,nt,nt,i,26
O=c1cc(Nc2ccc3c(c2)OCO3)[nH]c(=O)n1-c1ccc(Br)cc1,-2.4,1149,30,723,6.6,2.5,0.8,nt,nt,1,-8%,i,-5,2%,i,23
COc1ccccc1N1CCN(C(=O)Cn2nc(C(F)(F)F)c3c2CCC3)CC1,nt,nt,-15,741,2.4,2.1,5.3,0.41,1263,1.1,-6%,i,1,-17%,i,31
COc1ccc(-c2nc3c4ccccc4[nH]c(=O)n3n2)cc1,0.9,1070,40,766,0.9,1.0,5.5,-0.52,1692,1.1,5%,i,34,3%,i,34
CC(=O)N(Cc1cccs1)C1CCOC(C)(C)C1 (stereo not given),-4.0,1178,-2,727,1.6,2.0,30,2.2,1211,1.1,15%,i,1,8%,i,34
Cc1cc(=O)oc2cc(OCC(=O)OCC(=O)N(C)C3CCS(=O)(=O)C3)ccc12 (stereo not given),-0.9,1272,-10,728,nt,nt,nt,-0.21,1431,nt,nt,nt,nt,nt,i,8
CCc1cccc2c(C(=S)N3CCCC3)c[nH]c12,0.0,1458,0,637,2.0,2.4,5.7,nt,nt,1,nt,i,-2,nt,i,60
CCCCc1ccc(NC(=O)CN2NS(=O)(=O)c3ccccc3C2=O)cc1,-4.4,1228,-1,761,1.8,1.6,7.6,-0.61,930,1.1,16%,i,24,14%,i,50
CC(C)[C@H](NC(=O)NC1CCCc2ccccc21)C(=O)O (stereo not given in full),-0.6,1066,nt,nt,7.7,3.6,4.6,0.08,1041,1,-8%,i,-12,-3%,i,41
Clc1ccccc1CN(Cc1ccccc1)c1ncnc2nc[nH]c12,-1.0,1024,2,695,3.9,1.8,7.3,0.29,1851,1.1,18%,i,-4,13%,i,24
Nc1nc(SCc2ccc(Cl)cc2)ns1,1.6,945,nt,nt,2.8,1.9,9.8,0.63,1237,1.1,4%,i,18,4%,i,1
CCc1nnc(SCc2ccc(OC(C)C)cc2)n1N,-0.4,1392,nt,nt,5.4,3.9,6.1,-0.12,1562,1.1,-3%,i,-5,-9%,i,40
CCOC(=O)N1CCN(C(=O)CCn2c(=S)[nH]c3ccsc3c2=O)CC1,-0.7,1108,9,690,2.0,1.2,3.3,-0.39,1289,1.1,-10%,i,10,-12%,i,29
O=C(NCc1c(F)cccc1F)c1cc(COc2c(F)cccc2F)on1,1.4,892,18,695,2.7,2.4,7.6,nt,nt,1.1,6%,i,3,13%,i,60
CCc1nc(SCC(=O)N2CCN(C(=O)c3ccco3)CC2)c2c3c(sc2n1)CCCC3,-1.8,1053,nt,nt,1.7,3.8,14,0.41,1203,1.1,15%,i,-2,17%,i,10
Cc1ccc(N=Nc2c(N)[nH]n3c(=O)c4c(nc23)CCCC4)cc1,1.7,1327,nt,nt,24*,17*,28*,0,1741,0.9,12%,i,2,34%,nt,nt
Cc1ccc(C(=O)c2ccc([N+](=O)[O-])cc2)cc1,-4.8,1088,-28,777,2.0,1.8,9.2,nt,nt,1,-7%,i,-1,-7%,i,39
CCC(=O)c1c(NC(CC)CO)cc(C)oc1=O (stereo not given),-0.7,1092,9,619,4.2,1.7,5.7,0.53,1333,1.1,-9%,i,-15,-5%,i,34
O=C(CSCc1ccc(Cl)cc1)N/N=C/c1ccc(OCC(=O)Nc2ccccc2)cc1,1.7,1352,nt,nt,2.1,1.6,2.9,0.4,1427,1.1,16%,i,-22,10%,i,26
COc1ccc(CN(C(=O)c2cccs2)c2ccccc2C(=O)O)cc1,-0.9,1352,-6,790,nt,nt,nt,-0.17,1086,nt,nt,nt,nt,nt,i,21
O=C(CSc1nccc(=O)[nH]1)NCc1ccc(Cl)cc1,-0.7,1166,-4,702,3.0,2.2,0.4,0.58,1270,1.1,9%,i,-9,12%,i,6
COC(=O)c1nn(-c2ccc(OC)cc2)c(=O)cc1Oc1ccccc1,1.4,1380,nt,nt,2.4,1.8,6.9,0.02,1492,1.1,-5%,i,5,-4%,i,22
CCOC(=O)C1=C(CNCc2ccccc2Cl)NC(=O)NC1c1cccc([N+](=O)[O-])c1 (stereo not given),-1.7,1041,7,629,2.5,0.9,10,-1,1523,1.1,8%,i,-11,7%,i,5
COCCNCCCOc1ccc(Cl)cc1Br,-0.4,1600,3,675,3.1,1.3,6.7,-0.84,1482,1.1,6%,i,13,-7%,i,59
SMILES,bCat nuc transl,bCat nuc transl cell count 5 µM,Lipid droplet,Lipid droplet cells 6.5 µM,MT stabilizer,MT stabilizer Hoechst-high %,MT stabilizer cytotoxicity %,Insulin prom up,Insulin prom up cell count,TNAP activation fold,PMI inhibitors,Autophagy mod,Autophagy mod cell loss 18 h,human PMI inhibitors,T cell HTS,T cell HTS vesicle-bound %
CCn1nnnc1SCC(=O)c1ccc(NC(C)=O)cc1,-0.5,916,nt,nt,2.8,2.8,8.2,0.91,1276,1.1,4%,i,-2,5%,i,48
Cc1cc(NC(=O)CSc2ccc3nnc(-c4cccc(F)c4)n3n2)no1,-2.1,949,nt,nt,2.9,2.5,26,0.17,1229,1.1,-13%,i,8,4%,i,30
O=C(Nc1cccc(NS(=O)(=O)c2ccc(S(=O)(=O)NC3CC3)cc2)c1)c1ccccn1,-7.1,1032,nt,nt,2.8,1.7,7.5,-0.4,1222,1.1,5%,i,3,3%,i,28
Cc1ccc2c(c1)-c1nc3ccccc3cc1C2=NC1CCCCC1,0.2,915,-14,550,5.0,3.1,13,nt,nt,1.1,30%,i,-5,10%,i,31
CCOc1ccc(NC(=O)CN(C)CC(=O)Nc2ccc(F)c(F)c2F)cc1OCC,-3.1,1137,-4,719,2.3,1.9,4.7,-0.24,953,1.1,-4%,i,4,-5%,i,42
O=c1c2ccccc2nnn1COc1ccc(Cl)cc1Br,-2.3,1163,1,670,3.4,3.9,7.4,0.05,1199,1.1,13%,i,-4,14%,i,34
CC(C)=CCN1CCN(Cc2ccoc2)CC1CCO (stereo not given),0.8,1134,4,698,1.9,1.1,4.0,0.36,1392,1,16%,i,26,8%,i,15
CC1(C)CC(=O)C2=C(C1)Nc1ccccc1S2,0.9,1317,-1,739,nt,nt,nt,-0.12,1045,nt,nt,nt,nt,nt,i,33
O=C1c2ccccc2C(O)(c2ncc[nH]2)N1CCc1ccccc1 (stereo not given),0.8,1149,-24,743,2.8,2.1,2.8,0.41,835,1,6%,i,1,-1%,i,41
COc1cc(NC(=O)c2nnn(Cc3ccc(SC)cc3)c2N)cc(OC)c1,nt,nt,nt,nt,6.1,2.1,9.0,-0.22,1006,1.1,24%,i,4,23%,i,53
Cc1cc(C)n(C(=O)CNC(=O)C2COc3ccccc3O2)n1 (stereo not given),-0.4,1096,4,718,3.8,3.8,11,0.61,1090,1,-11%,i,-63,-8%,i,14
CC(=O)Nc1ccccc1NC(=O)c1ccccc1,-0.1,1519,2,703,2.3,2.0,5.2,0.51,1444,1.1,-1%,i,11,-2%,i,55
O=C(Cc1cccc2ccccc12)NN1C(=O)/C(=C\c2cccnc2)SC1=S,-0.7,1357,-1,663,nt,nt,nt,-0.27,1009,nt,nt,nt,nt,nt,i,36
COC(=O)N1[C@H](C)C=C[C@]1(Cc1ccccc1)C(=O)O,0.5,435,11,800,8.1,1.9,4.8,-0.16,785,1.1,0%,i,8,-1%,i,22
COc1ccccc1NC(=O)CN1C(=O)NC(CC(C)C)C1=O (stereo not given),-0.9,1112,nt,nt,2.8,2.5,8.4,-1.7,1003,1.1,-5%,i,9,-2%,i,18
CCN(CC)S(=O)(=O)c1cccc(-c2nnc(SCc3ncc(-c4ccccc4)o3)n2C)c1,-2.9,1391,nt,nt,2.7,3.3,19,-1.3,1152,1.1,0%,i,20,-5%,i,25
COc1cccc(NC(=O)CSCC(=O)O)c1,-0.9,1134,10,750,6.0,3.5,3.9,nt,nt,1.1,6%,i,5,8%,i,24
CCOc1ccc(CN2CCN(C(=O)c3cccc(F)c3)CC2)cc1,-0.4,508,-4,775,2.5,1.8,6.1,nt,nt,1.1,2%,i,-1,2%,i,17
CCS(=O)(=O)N1CCN(c2ccc(Cl)cc2[N+](=O)[O-])CC1,-2.1,1110,-10,653,3.7,2.5,2.5,0.54,1536,1.1,15%,i,-4,11%,i,16
COc1ccc(NC(=O)c2cccnc2NCCc2ccccc2)cc1,6.1,1122,1,650,1.1,2.2,9.1,-0.15,1339,1.1,12%,i,-12,5%,i,35
O=C(Cn1nc(-c2ccc(Cl)cc2)c2ccccc2c1=O)Nc1cccnc1,-2.3,1091,0,797,1.8,1.3,10,1.1,855,1,16%,i,-4,15%,i,24
C=CCNC(=O)/C(=C\c1ccc(Br)cc1)NC(=O)c1ccccc1OC,-0.3,1525,11,715,2.4,2.5,8.2,3.4*,870*,1.1,-5%,i,9,1%,i,63
